CHRM4 PAM = positive allosteric modulators of human muscarinic M4 receptor; CHO-K1 hM4/Gqi5, Fluo-8 calcium fluorescence, ACh EC20; 0% = ACh EC20, 100% = maximal ACh; activation, % at 3 µM; 360,000 compounds, 0.4% hits; AID 624126;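 active = activation above its plate's cutoff, the mean activation of sample wells plus 3 SD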; also: some results filed as inactive read as strong as hits
CRFBP-R2 block = antagonists of CRF-binding protein/CRF-R2 receptor complex | HEK293 CRF-R2/CRF-BP, CRF-induced calcium fluorescence | AID 588475 | 350,000 compounds, 0.59% hits | inhibition, % at 11.8 µM;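 active = inhibition of the ligand-induced calcium signal above about 50% at the single tested concentration, limit read from the data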
CRFBP-R2 agonist = agonists of human CRF-binding protein/CRF-R2 receptor complex | activation, % at 13.2 µM | AID 588473 | HEK293 CRF-R2/CRF-BP, calcium dye fluorescence (FLIPR); percent of saturating CRF peptide response | 350,000 compounds, 0.46% hits;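 active = activation of at least 50%, plus an integration ratio under a set limit after plate pattern correction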;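 also: plate controls were neutral control wells without compound for no effect and CRF at EC100 for full effect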
TAAR1 ag = agonists of human TAAR1; Q96RJ0; CHO RD-HGA16 TAAR1, Fluo-8 calcium fluorescence; vehicle wells 0%, saturating PEA agonist 100%; activation, % at 3 µM; 360,000 compounds, 0.99% hits;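 active = activation above the mean activation of all test compounds in the run plus 3 SD, cut at about 38% in these data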
Target sequence (Q96RJ0 whole entry, looked up): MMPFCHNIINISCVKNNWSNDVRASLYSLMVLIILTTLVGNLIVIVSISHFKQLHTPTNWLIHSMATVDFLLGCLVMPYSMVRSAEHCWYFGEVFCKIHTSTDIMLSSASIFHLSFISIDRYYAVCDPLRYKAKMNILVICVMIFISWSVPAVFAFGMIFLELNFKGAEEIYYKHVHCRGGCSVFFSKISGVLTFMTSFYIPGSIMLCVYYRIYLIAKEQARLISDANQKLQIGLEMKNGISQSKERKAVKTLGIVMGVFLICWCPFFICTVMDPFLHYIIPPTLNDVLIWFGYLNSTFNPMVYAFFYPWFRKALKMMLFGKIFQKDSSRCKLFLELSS
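Test system: RD-HGA16 (CHO) cells co-expressing Gα16 and hTAAR1 | Doses: Single dose, 3 µM | Schedule: 17-24 h seeding, 75 min 37 °C dye, 30 min RT | Evaluation: % activation from peak over basal fluorescence ratio, DMSO-to-PEA scaled | Technique: Kinetic Fluo-8 calcium fluorescence | Benchmarks: Low control DMSO, high control PEA (EC100)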
M5 ag = CHRM5 agonism in calcium assay; AID 624037; activation, % at 3 µM; 360,000 compounds, 0.19% hits; P08912; CHO-K1 hM5 cells, Fluo-8 calcium fluorescence; 0% DMSO wells, 100% maximal acetylcholine response;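 active = activation above the run's mean over test compounds plus 3 SD, cut at about 23% in these data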;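 also: signal is peak over basal fluorescence ratio across the kinetic read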
Target sequence (P08912 whole entry, looked up): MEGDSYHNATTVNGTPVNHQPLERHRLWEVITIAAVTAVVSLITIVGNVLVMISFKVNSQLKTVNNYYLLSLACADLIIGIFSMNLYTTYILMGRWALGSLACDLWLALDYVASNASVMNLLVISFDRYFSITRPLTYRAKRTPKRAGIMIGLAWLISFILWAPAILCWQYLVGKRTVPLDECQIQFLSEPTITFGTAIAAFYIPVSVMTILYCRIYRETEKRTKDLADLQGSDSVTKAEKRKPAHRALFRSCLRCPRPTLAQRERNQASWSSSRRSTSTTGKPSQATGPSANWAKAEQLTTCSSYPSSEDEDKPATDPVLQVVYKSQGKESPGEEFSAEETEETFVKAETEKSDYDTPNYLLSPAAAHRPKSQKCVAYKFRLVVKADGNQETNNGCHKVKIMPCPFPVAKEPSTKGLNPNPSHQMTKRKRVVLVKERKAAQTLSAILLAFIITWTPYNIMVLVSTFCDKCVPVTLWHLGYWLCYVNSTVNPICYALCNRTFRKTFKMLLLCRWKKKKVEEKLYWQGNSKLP
CHO-K1 Ca PAM = counter-screen for M1 PAMs: effect in parental CHO-K1 cells; activation, % at 3 µM; ATP EC20, Fluo-8 calcium fluorescence; 0% at ATP EC20, 100% at ATP max; 360,000 compounds, 0.02% hits;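 active = activation above the run cutoff, the mean activation of all test compounds plus 3 SD, cut at about 40% in these data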;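 also: peak over basal fluorescence ratio in a 140 s read after ATP addition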
CHRM5 antagonist = blocks acetylcholine activation of human M5 receptor. P08912. CHO-hM5 cells, Fluo-8 calcium fluorescence, ACh EC80. inhibition, % at 3 µM. 360,000 compounds, 0.59% hits. AID 624040;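 active = inhibition above a per-plate cutoff, the mean of that plate's test compounds plus 3 SD, cut at about 27% in these data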;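 also: 0% = acetylcholine EC80 with DMSO and 100% = DMSO without agonist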
TAAR1 antagonist = human TAAR1 antagonism. 360,000 compounds, 1.5% hits. CHO RD-HGA16 TAAR1, Fluo-8 calcium fluorescence, antagonist. inhibition, % at 3 µM. AID 624466. Q96RJ0;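 active = inhibition above a per-plate cutoff, the mean inhibition of test compounds on that plate plus 3 SD, cut at about 49% in these data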;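 also: 0% = DMSO plus EC80 beta-PEA response and 100% = DMSO alone without agonist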
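Test system: RD-HGA16 CHO cells with stable hTAAR1 and Gα16 / Probe or stimulus: EC80 β-phenethylamine stimulus / Times: seeding 17-24 h prior, 75-min 37 °C, 30-min RT dye loading / Detection: Fluo-8 calcium-sensitive fluorescence / Read-out basis: % inhibition scaled between DMSO and EC80 PEA controls / Repeats: singlicate, one well per test compound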
M5 PAM = CHRM5 positive allosteric modulation. P08912. CHO-K1 hM5, Fluo-8 calcium, ACh EC20 PAM; 0% = ACh EC20, 100% = ACh EC100. activation, % at 3 µM. 360,000 compounds, 0.3% hits. AID 624038;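 active = activation above the run cutoff, the mean activation of all test compounds plus 3 SD, cut at about 18% in these data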
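System – CHO-K1 hM5 cells · Compound – 3 µM, single dose · Incubation – compound preincubation 140 s before EC20 acetylcholine addition · Technique – Fluo-8 calcium fluorescence · Measure – Max/basal fluorescence ratio as % of EC20–EC100 ACh window · Benchmarks – low control EC20 acetylcholine (0%), high control EC100 acetylcholine (100%) · Replication – singlicate, one well per test compound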
The depositor's hits bear a star; x = no result given.

Start of the data: the first four records (preview)
Second line of a record: CHRM4 PAM	CRFBP-R2 block	CRFBP-R2 agonist	TAAR1 ag	M5 ag	CHO-K1 Ca PAM	CHRM5 antagonist	TAAR1 antagonist	M5 PAM
1. Cc1c(NC(=O)c2ccc(-c3ccccc3)cc2)cccc1C(=O)O
  8	-3	0.1	8	1	19	3	-23	9
2. COC(=O)C1(CC2CC(c3cccc(Br)c3)=NO2)CCN(C(=O)OC(C)(C)C)CC1 (stereo not drawn)
  -7	1	-0.5	12	4	-2	-1	71*	-2
3. Clc1ccc(C2=NCCn3nc4ccccc4c32)cc1
  6	3	0.1	2	2	7	0	5	11
4. Cc1ccc(CNC(=O)C2CC(=O)N(C3CCCCCCC3)C2)cc1 (stereo not drawn)
  1	7	-2.7	0	-1	17	-5	-19	2

This part in full, from the first entry:
Second line of a record: CHRM4 PAM	CRFBP-R2 block	CRFBP-R2 agonist	TAAR1 ag	M5 ag	CHO-K1 Ca PAM	CHRM5 antagonist	TAAR1 antagonist	M5 PAM
1. Cc1c(NC(=O)c2ccc(-c3ccccc3)cc2)cccc1C(=O)O
  8	-3	0.1	8	1	19	3	-23	9
2. COC(=O)C1(CC2CC(c3cccc(Br)c3)=NO2)CCN(C(=O)OC(C)(C)C)CC1 (stereo not drawn)
  -7	1	-0.5	12	4	-2	-1	71*	-2
3. Clc1ccc(C2=NCCn3nc4ccccc4c32)cc1
  6	3	0.1	2	2	7	0	5	11
4. Cc1ccc(CNC(=O)C2CC(=O)N(C3CCCCCCC3)C2)cc1 (stereo not drawn)
  1	7	-2.7	0	-1	17	-5	-19	2
5. NC(=O)NC(c1ccc(Cl)cc1)c1ccccc1Cl (stereo not drawn)
  6	-2	-0.7	2	-1	0	5	-13	-4
6. Cc1cc(N)ccc1N=Nc1c(C)n(C)n(-c2ccccc2)c1=O
  0	7	-3.6	0	1	19	-2	-12	4
7. Cc1cc(C)n(C(=O)CCCn2nc(C)c([N+](=O)[O-])c2C)n1
  2	3	0.9	1	-4	12	8	0	12
8. O=C(CCc1nnc(-c2ccsc2)o1)N1CCc2c(Cl)cccc2C1
  -10	11	-0.5	13	-1	-4	7	-11	-2
9. O=C(CN1CCCN(Cc2ccc(F)cc2Cl)C1=O)NC1CCCCCCC1
  -2	-26	-2.4	23	4	19	-13	3	1
10. CC(C)OCCCNC(=O)c1ccccc1NC(=O)C1=CSCCO1
  -1	3	-1.7	2	-1	10	1	9	-4
11. Cc1ccc(NCc2nnc(SCC(=O)O)n2Cc2ccccc2)cc1Cl
  4	-15	1.7	4	1	-2	-1	-5	4
12. COc1ccc(C(=O)c2ccc(OC)c(Br)c2)cc1Br
  5	14	3.9	12	-4	15	2	1	-2
13. CCN1C(=O)c2cccc3c(S(=O)(=O)N4CCCC4C(=O)O)ccc1c23 (stereo not drawn)
  1	14	-0.9	0	-2	-13	9	0	1
14. CC1(C(=O)Nc2ccc3c(c2)OCO3)CCN1C(=O)Cc1cc(F)ccc1F (stereo not drawn)
  2	x	x	0	0	24	0	7	1
15. COc1ccc(Br)cc1S(=O)(=O)N(CC(=O)N1CCOCC1)c1ccccc1
  7	6	-0.1	8	6	-6	7	-15	-1
16. Cc1cc(OCC(=O)NCCc2c[nH]c3ccccc23)c2c(C)c(C)c(=O)oc2c1
  0	-11	1.2	1	3	-12	7	44	-4
17. Cc1cccc(C)c1N1CCN(S(=O)(=O)c2ccccc2)CC1
  -4	-1	1.0	-1	-3	8	4	18	2
18. CC1=CC(C)C(C[N+]2(C)CCCCC2)C(C)C1 (stereo not drawn)
  -5	25	-1.3	4	-10	9	2	-18	-16
19. c1ccc(OCc2noc(CN3CCC(C4CCCCC4)C3)n2)cc1 (stereo not drawn)
  -4	-20	-1.9	2	3	20	-1	2	9
20. CCn1cc(C(=O)O)c(=O)c2cc(F)c(N3CCN(C(=S)NC(=O)c4ccc(F)cc4)CC3)cc21
  -3	-13	0.3	-3	2	21	3	-14	-1
21. Cc1cc(C)n(-c2nc3ccccc3nc2N2CCN(C(=O)c3ccc(F)cc3)CC2)n1
  0	-27	-4.1	9	-3	-4	6	5	-24
22. O=S(=O)(Nc1ccc2c(c1)OCO2)c1ccc(Cl)cc1F
  -3	6	0.0	3	-7	-18	-3	0	-2
23. COc1cccc(-c2nnc(SCc3nc4ccccc4[nH]3)n2N)c1
  7	14	-2.3	2	-2	11	5	2	-3
24. CC1(c2ccccc2)NC(=O)N(CC(=O)NCCN2C(=O)S/C(=C\c3cccnc3)C2=O)C1=O (stereo not drawn)
  1	-5	0.3	11	0	-10	14	-6	-1
25. Cc1cc(C)nc(NS(=O)(=O)c2ccc(N3Cc4ccccc4C3=O)cc2)n1
  -2	-13	-0.8	10	-2	9	4	-12	-3
26. Cc1ccc(Cl)cc1N1CCN(C(=O)CCC(=O)O)CC1
  -3	-3	-1.5	17	-11	-6	2	0	0
27. COc1ccc(C)cc1N(C)C(=O)Cc1c(C(=O)O)n(C)c2ccccc12
  -3	-9	-1.1	0	0	-10	7	-3	-2
28. CCN(CCNC(=O)C1=C(C)C(=O)OC12CCC(C)CC2)c1ccccc1 (stereo not drawn)
  -11	0	4.0	2	1	15	5	-8	0
29. CC(=O)c1cccc(S(=O)(=O)N2CCC(C(=O)Oc3ccc(-c4nnco4)cc3)CC2)c1
  -2	10	-2.0	4	4	7	10	-6	2
30. COc1ccc(-n2c(SC(C)C(=O)N3CCOCC3)nc3ccccc3c2=O)cc1 (stereo not drawn)
  -1	-10	0.4	7	-3	-11	12	-8	-5
31. COc1cc(OC)cc(C(=O)N[C@H](C(=O)NC23CC4CC(CC(C4)C2)C3)C(C)C)c1
  -1	9	20	4	-14	17	1	-19	7
32. O=C(C1=C[C@H](C2CC2)C[C@H](OCc2ccc(CO)cc2)O1)N1CCN(Cc2ccc3c(c2)OCO3)CC1
  -1	-10	0.0	15	-1	-4	12	14	-12
33. CCN(CC)CC(C)OC(=O)COc1ccc(OC)cc1 (stereo not drawn)
  -7	2	1.9	5	-1	13	-3	-2	2
34. CC(C)(C)C(=O)N1CCC2CC1c1cc(-c3ccc4c(c3)OCO4)ccc12 (stereo not drawn)
  -7	x	x	8	-1	14	3	9	-9
35. O=C(CNC(=O)c1ccc(Cl)cc1)NCc1ccccn1
  8	-4	0.4	1	2	20	-2	-9	6
36. CCOC(=O)CN1C(=O)C(=O)N(Cc2cccc(C)c2)C1=O
  10	7	-1.0	0	-2	1	12	-9	2
37. CCCN(CC(=O)Nc1ccc(Cl)cc1Cl)C(=O)/C=C/c1cc(OC)ccc1OC
  0	17	-1.9	0	-4	3	3	23	-6
38. O=C(c1c[nH]c(C(=O)N2CCN(c3ccccc3F)CC2)c1)c1cccc(Cl)c1Cl
  0	-15	-0.3	9	-2	16	-7	0	0
39. O=C(Nc1cccc(O)c1)c1cc(S(=O)(=O)N2CCCC2)ccc1Cl
  2	-12	1.1	7	1	0	2	-9	-6
40. CCCCNC(=O)CCCN1C(=O)c2cccnc2Sc2ccccc21
  6	15	0.1	4	-2	-4	0	-5	1
41. O=C(CNc1ccc(Br)cc1)NC(=O)NC1CCCCC1
  3	-13	0.1	5	-3	23	3	-10	-2
42. O=C(Nc1cccc2ccccc12)c1ccc2sc([C@@H]3O[C@H](CO)[C@H](O)[C@H](O)[C@H]3O)nc2c1
  -2	x	x	3	-1	-10	13	-8	-9
43. O=C(CN1CCN(Cc2cccc(C(F)(F)F)c2)CC1)NCC(=O)Nc1ccc(F)c(F)c1F
  10	3	-2.5	1	6	-8	0	10	-8
44. CCOC(=O)Cn1c(=NC(=O)CC)sc2c(C)cc(C)cc21
  -6	-3	-0.4	-2	-3	-7	12	-12	-1
45. Cc1ccc(N2CCN(S(=O)(=O)c3c(C)nc4sccn4c3=O)CC2C)cc1 (stereo not drawn)
  4	x	x	3	0	15	-3	-29	0
46. O=C(COC(=O)Cc1ccc(Cl)cc1Cl)NCc1ccccc1
  5	6	-1.1	5	0	8	1	-19	0
47. OC1(c2ccc(F)cc2)CN(c2ccccc2)C2=[N+]1CCS2 (stereo not drawn)
  -5	-24	-2.7	1	-1	20	-3	1	-1
48. O=C(CCC(=O)OCc1ccc(Cl)cc1)Nc1ccccc1
  -5	-1	-0.4	5	-2	17	-5	5	2
49. CCN(CC)c1ccc(-n2c(C)cc(C=O)c2C)cc1
  -7	5	-4.2	35	-5	14	10	27	-7
50. COc1ccccc1Nc1nnc(SCc2cc(=O)n3ccsc3n2)s1
  -8	-3	-5.2	2	0	9	5	11	-9
51. O=C(NC(=O)c1cccc(Cl)c1)OC[C@@H]1CCCN2CCCCC12 (stereo partly drawn)
  2	-4	0.8	1	-3	15	0	-16	-1
52. C=CC[C@@H](CC(=O)N[C@@H](CO)Cc1ccccc1)C(=O)N[C@@H](COC(=O)[C@@H](CC=C)CC(=O)OC(C)(C)C)Cc1c[nH]c2ccccc12
  -3	16	1.9	2	0	7	9	25	-2

Values in list order from the entries so far.
CRFBP-R2 agonist, nos. 46 to 52: -1.1, -2.7, -0.4, -4.2, -5.2, 0.8, 1.9
TAAR1 antagonist, nos. 46 to 52: -19, 1, 5, 27, 11, -16, 25
M5 ag, nos. 46 to 52: 0, -1, -2, -5, 0, -3, 0
